# Screening data as filed in PubChem BioAssay.
# PolyA inh – blocks polyadenylation in yeast reporter cells; S. cerevisiae SKY197-pL101 polyadenylation reporter, beta-gal luminescence; efflux-impaired pdr1/pdr3 knockout yeast; score 100 = 6 SD above DMSO; calls only at 12 µM; AID 1875; hit rate 0.02% among 300,000;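 active = lowest replicate activity score at least 50, where 100 means six control SD above control mean; inconclusive = lowest score under 50 but half or more replicates reach 50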;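 note: yeast exposed to compound for 9 h at 30 °C; higher score means more reporter readthrough which indicates perturbed polyadenylation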
# HSF1 activator – increases HSF-1 driven luciferase reporter signal; activation, % at 9 µM; NIH3T3-HGL HSF-1 luciferase reporter, MG132, 8 h; 100% = twice DMSO control signal; hit rate 1.7% among 300,000;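 active = mean replicate activation of at least 50% with a set share of replicates each reaching 50%; inconclusive = only one of those two conditions met; inactive = mean below 50% and too few replicates reaching it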;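 note: 0% = median of the neutral control wells and 100% = twice that signal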
# IEC-6 tox – counter-screen for KLF5 inhibitors: cytotoxicity in IEC-6 cells; hit rate 0.78% among 290,000; IEC-6 cytotoxicity, luminescence viability; inhibition, % at 5 µM; in the data active = inhibition above about 22%;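 note: 0% = plate median of test compound wells and 100% = cytotoxic reference compound wells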
# AI-2 QS modul – Vibrio harveyi AI-2 quorum sensing modulation. Vibrio harveyi JMH597 AI-2 luminescence/OD600 ratio, 9 h; active compounds read low; strain lacks LuxN and CqsS sensors; 0 = neutral-control median. activity change, % at 7.5 µM. hit rate 0.4% among 300,000; in the data active = activity change below about -75%, passing the limit was not always enough; inconclusive = no clear call, values can overlap the other calls;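 note: luminescence divided by OD600 gain over 9 h not by final OD600 alone; inactives centre near 13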
# aSyn 5UTR inh – MLPCN primary screen, SNCA 5' untranslated region. hit rate 0.82% among 300,000. inhibition, % (tested at 7.5 µM). alpha-synuclein 5'UTR reporter, inhibitor activity; in the data active = inhibition above about 60%; inconclusive = no clear call, values can overlap the other calls;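 note: H4 neuroglioblastoma cells stably carrying SNCA 5'UTR luciferase fusion; 0% = DMSO wells and 100% = positive control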
# GSK3B inh – human GSK3beta kinase inhibition. activity score (negative = inhibition), % at 10 µM. GST-GSK3beta kinase, ADP-Glo luminescence, 60 min; active compounds read low. hit rate 0.038% among 300,000. P49841. AID 2097;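 active = more than half of replicate wells score below -50%, meaning over 50% inhibition versus plate controls; inconclusive = some replicates but at most half score below -50%; inactive = no replicate scores below -50%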;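 note: 0% = median DMSO wells and -100% = median GW8510 positive control wells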
# Target sequence (P49841 whole entry, looked up): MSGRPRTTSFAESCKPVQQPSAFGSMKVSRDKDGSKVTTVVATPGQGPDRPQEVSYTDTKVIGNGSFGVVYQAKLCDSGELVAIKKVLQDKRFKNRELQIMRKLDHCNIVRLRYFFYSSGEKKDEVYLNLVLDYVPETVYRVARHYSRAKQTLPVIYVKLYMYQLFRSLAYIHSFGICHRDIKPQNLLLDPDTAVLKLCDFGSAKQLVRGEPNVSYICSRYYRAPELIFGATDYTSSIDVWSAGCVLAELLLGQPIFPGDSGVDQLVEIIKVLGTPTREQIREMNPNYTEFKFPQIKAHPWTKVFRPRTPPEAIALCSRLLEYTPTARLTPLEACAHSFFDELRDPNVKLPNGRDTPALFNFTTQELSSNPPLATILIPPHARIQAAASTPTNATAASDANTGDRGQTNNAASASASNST
#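 Assay system: GST-fused GSK3beta enzyme, cell-free / Medium: Tris pH 7.5 buffer with MgCl2, DTT, BSA, heparin / Also added: peptide substrate plus 25 µM ATP (final) / Compound: 10 µM single point / Timing: kinase reaction with compound 60 min at room temperature / Detection: ADP-Glo luminescence / Benchmarks: DMSO neutral wells and GW8510 at 20 µM as positive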
# HSP90 refold inh – HSP90 refolding inhibition in rabbit reticulocyte lysate. hit rate 0.91% among 290,000. AID 1789. luciferase refolding luminescence, 3 h. inhibition, % at 5.6 µM;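 active = inhibition above the screen-wide mean plus 3 SD, computed separately per campaign, cut at about 16% in these data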;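 note: 0% = DMSO wells and 100% = 60 µM geldanamycin wells; inhibitors lower the luminescence because luciferase stays unfolded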
# KLF5 inh – suppresses KLF5 promoter-driven expression | DLD-1 KLF5 promoter-luciferase reporter, luminescence | inhibition, % at 5 µM | hit rate 0.23% among 290,000;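 active = inhibition above a per-plate limit of that plate's mean compound inhibition plus 3 SD, cut at about 60% in these data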;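 note: 0% = DMSO wells and 100% = LY294002 at 200 µM; higher means less KLF5 promoter-driven luciferase light; inactives centre near -14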
# HSF1 inhib – HSF1 inhibition; NIH3T3-HGL HSE-luciferase, MG132-induced, luminescence 8 h; active compounds read low; activity change, negative = inhibition, % at 7.5 µM (by protocol); hit rate 0.77% among 300,000; AID 2098;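 active = more than half of replicate wells show activity change below -50%, luminescence cut by over half; inconclusive = some wells, but at most half, below -50%; inactive = no replicate well below -50%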;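 note: luciferase reports HSF-1 transcriptional activity via heat shock element; 0% = median of DMSO wells and -100% = zero luminescence signal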
# GSK3 alpha inh – inhibitors of human GSK-3 alpha kinase; P49840; ADP-Glo luminescence, 60 min; inhibition, % at 10 µM; hit rate 0.1% among 320,000;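 in the data active = inhibition above about 50%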;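 note: GST-tagged GSK-3 alpha with peptide substrate and 25 µM ATP; 0% = DMSO neutral wells and 100% = GW8510 positive control wells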
# Target sequence (P49840 whole entry, looked up): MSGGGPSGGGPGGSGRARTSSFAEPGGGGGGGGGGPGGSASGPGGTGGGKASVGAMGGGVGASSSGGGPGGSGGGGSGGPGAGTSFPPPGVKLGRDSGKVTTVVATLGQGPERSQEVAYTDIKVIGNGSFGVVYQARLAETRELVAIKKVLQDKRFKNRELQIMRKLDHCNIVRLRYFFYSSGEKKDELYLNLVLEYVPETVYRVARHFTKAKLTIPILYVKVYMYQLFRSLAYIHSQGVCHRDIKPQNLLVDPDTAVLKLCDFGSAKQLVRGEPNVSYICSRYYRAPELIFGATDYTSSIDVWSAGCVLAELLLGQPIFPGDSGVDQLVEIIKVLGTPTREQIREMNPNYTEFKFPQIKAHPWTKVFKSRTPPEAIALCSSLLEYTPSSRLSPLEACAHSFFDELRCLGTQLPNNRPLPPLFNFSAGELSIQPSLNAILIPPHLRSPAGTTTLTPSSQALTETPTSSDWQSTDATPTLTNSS
# An asterisk follows results filed as active; i = inactive; ? = inconclusive; / = no result given. A portion of the library (hit frequency here may not be typical).
# Every second line gives: PolyA inh, HSF1 activator, IEC-6 tox, AI-2 QS modul, aSyn 5UTR inh, GSK3B inh, HSP90 refold inh, KLF5 inh, HSF1 inhib, GSK3 alpha inh
- OCCN1CCN(CC/C=C2/c3ccccc3Sc3ccc(C(F)(F)F)cc32)CC1
    i, -2, /, 11, -44, 1, /, /, 8, 4
- COc1ccc(NC(=O)CN(C)C(=O)CCCN2C(=O)c3cccc4cccc(c34)C2=O)cc1
    i, 22, /, 56, 11, 0, /, /, 0, 4
- CCC(=O)NCC(c1cccs1)N1CCOCC1 (stereo unspecified)
    i, 8, -2, 21, 16, -1, 1, -4, 2, 3
- O=C(Nc1cccn2ncnc12)c1ccc(Cl)cc1Cl
    i, -6, 2, 14, -12, 1, 2, -22, -9, -1
- C/C=C/c1ccc(OC(C)=O)c(OC)c1
    i, 15, 0, 0, -38, 1, -1, -7, 3, 0
- COc1ccccc1NC(=S)N(C(C)C)C(C)c1ccccn1 (stereo unspecified)
    i, 13, -5, 17, -33, -7, -4, -18, -7, 1
- O=C(NCC1CCCO1)C1CCN(C(=O)c2ccc(Br)cc2)CC1 (stereo unspecified)
    i, -2, 2, 33, 7, -1, 6, -23, -6, -1
- CNc1nc(C)cc(C)c1S(=O)(=O)c1ccc(C)cc1
    i, 5, 2, 16, -8, 1, 2, 5, 0, 1
- COc1nc(Cc2ccc(Cl)cc2)nc2ccccc12
    i, 0, 7, -1, 5, -8, 2, 9, -1, -2
- CC(Oc1ccc2c3c(c(=O)oc2c1)CCC3)C(=O)NCC1CCC(C(=O)O)CC1 (stereo unspecified)
    i, 1, -3, 9, -33, 4, -7, -15, -2, 1
- COc1ccc(OCC(=O)NCC(c2ccc(OC)cc2)N2CCCCC2)cc1 (stereo unspecified)
    i, -22, 5, 9, 4, 1, 3, 5, -9, /
- Cc1ccc(NC(=O)C2C3CCCC2C3c2ccccc2)cc1C (stereo unspecified)
    i, -8, -5, 28, 28, 2, 0, -2, -6, 1
- COc1ccc2ccccc2c1/C=N/NC(=O)c1ccc(C)nc1
    i, -2, 3, 18, 2, 1, 2, -29, -8, 3
- CCC(=O)Nc1ccc(C(=O)NNC(=O)c2cc(OC)c(OC)c(OC)c2)cc1
    i, -8, 4, 49, 1, -3, 3, -30, -3, 0
- CC(=O)Nc1ccc(NC(=O)c2cc(-c3ccc(C)cc3O)n[nH]2)cc1
    i, 6, 4, 2, -41, 2, -6, -63, -1, -2
- CCCCN(C(=O)CSc1cc(C)c2ccc(OC)cc2n1)c1c(N)n(Cc2ccccc2)c(=O)[nH]c1=O
    i, 15, 2, 14, -5, -3, 4, 10, 1, -1
- COc1ccc(OC)c(S(=O)(=O)NC2CC(=O)N(c3cccc(F)c3)C2)c1 (stereo unspecified)
    i, 1, /, 14, -1, 0, /, /, 0, 1
- Cn1c(=O)n(C)c2cc(/C=C3/NC(=O)N(Cc4ccccc4)C3=O)ccc21
    i, 14, 4, -11, -29, 4, 3, -18, 8, -3
- O=C(Nc1cccc(OC(=O)c2ccc(Br)o2)c1)c1ccccc1
    i, -3, 10, 6, -66, 1, 4, -22, 1, -2
- Cc1cccc2[nH]c(CN(C)Cc3nc(CC4CC4)no3)nc12
    i, 28, 1, 13, -11, -1, -2, -22, 2, 1
- Cn1c(SCC(=O)NNC(=O)c2ccccc2O)nnc1-c1ccccc1
    i, 3, 0, 8, -29, -3, -4, -15, -4, -1
- O=c1onc(-c2ccccc2)c2ccccc12
    i, 1, /, 19, 8, -4, /, /, 2, 4
- Cc1ccc(C(C)C)c(OCCCCN2CCNCC2)c1
    i, -2, -4, /, 11, /, 1, -27, -3, 2
- COc1ccccc1CNC(=O)C1CCCN(S(=O)(=O)c2ccc3c(c2)CC(C)N3C(C)=O)C1 (stereo unspecified)
    i, 10, 1, 10, 13, -2, 0, 23, 0, -1
- Cc1cnc(C(=O)OCC(=O)N2CCN(C(=O)c3ccco3)CC2)cn1
    i, -38, -4, 30, 22, -2, 0, -19, -24, -3
- CCCOc1ccc(NC(=O)Cc2ccc(S(=O)(=O)N3CCOCC3)s2)cc1OCCC
    i, -3, /, 18, -8, -1, /, /, 8, 0
- C=CCOC(=O)/C(=C\c1ccccc1)NC(=O)c1ccco1
    i, 9, -5, 3, -28, -2, -3, -17, 0, 0
- O=C(c1cccs1)n1cc(C(=S)N2CCOCC2)c2ccccc21
    i, 4, 1, 5, -10, 3, 5, -13, -9, -2
- C=CCn1c(COc2cccc3cccnc23)nnc1SCC(=O)O
    i, 21, 6, 30, 4, 1, 2, -15, -2, -3
- Cc1oc2cc3oc(=O)c(CCC(=O)NCCCN4CCOCC4)c(C)c3cc2c1C
    i, 6, 7, 6, -22, 0, -5, -8, 2, 0

# (further entries)
SMILES	PolyA inh	HSF1 activator	IEC-6 tox	AI-2 QS modul	aSyn 5UTR inh	GSK3B inh	HSP90 refold inh	KLF5 inh	HSF1 inhib	GSK3 alpha inh
CCn1c(SCC(=O)c2cc(OC)ccc2OC)nnc1-c1ccncc1	i	/	-2	7	24	1	-1	-26	/	-6
COc1ccc(OC)c(NC(=O)C2COc3ccccc3O2)c1 (stereo unspecified)	i	10	8	4	-5	-1	2	-12	-2	0
O=C(/C=C/c1cccs1)NC(=S)Nc1ccc(S(=O)(=O)Nc2ccccc2C(F)(F)F)cc1	i	47	0	24	21	-1	-3	-7	5	1
O=C(c1cnn2c(C(F)(F)F)cc(-c3ccc4c(c3)OCO4)nc12)N1CCCC1	i	-2	-5	-2	-4	1	-6	-1	-3	0
Cc1cccc(NC(=O)CS(=O)(=O)c2cn(CC(=O)N3CCOCC3)c3ccccc23)c1	i	/	-7	-10	-15	-1	0	-8	/	0
Cc1cccc(N=N/C(=C\O)C(=O)c2ccc(Br)cc2)c1	i	?	-6	-5	-16	1	0	-2	47	3
CCOc1cccc(OCCCCn2ccnc2)c1	i	8	6	5	-6	-1	4	-6	-7	-1
COc1ccc(NCC(=O)N/N=C/C(C)c2ccccc2)cc1 (stereo unspecified)	i	-4	0	10	-6	1	3	-24	-8	0
CCOC(=O)c1cc(-c2ccccc2)nn1CC1CC(c2ccc(Cl)cc2)=NO1 (stereo unspecified)	i	15	/	8	7	-1	/	/	16	-1
CCc1ccc(N(CC(=O)NC2CCCCC2)C(=O)CCC(=O)Nc2ccccn2)cc1	/	-46	-4	8	2	2	-1	-34	-32	-1
O=C(CSc1nnc2n1CCCN2)c1ccccc1	i	5	4	18	-55	1	6	-34	4	0
O=S(=O)(NCc1ccc(Cl)cc1)c1ccc(Cl)nc1	i	0	2	17	-40	-3	1	-11	4	/

# Profiles, looked up by structure:
# Profile of CCOc1cccc(OCCCCn2ccnc2)c1 → PolyA inh: i; HSF1 activator: 8; IEC-6 tox: 6; AI-2 QS modul: 5; aSyn 5UTR inh: -6; GSK3B inh: -1; HSP90 refold inh: 4; KLF5 inh: -6; HSF1 inhib: -7; GSK3 alpha inh: -1
# Profile of CCn1c(SCC(=O)c2cc(OC)ccc2OC)nnc1-c1ccncc1 → PolyA inh: i; HSF1 activator: /; IEC-6 tox: -2; AI-2 QS modul: 7; aSyn 5UTR inh: 24; GSK3B inh: 1; HSP90 refold inh: -1; KLF5 inh: -26; HSF1 inhib: /; GSK3 alpha inh: -6

# Remaining list, next part.
SMILES	PolyA inh	HSF1 activator	IEC-6 tox	AI-2 QS modul	aSyn 5UTR inh	GSK3B inh	HSP90 refold inh	KLF5 inh	HSF1 inhib	GSK3 alpha inh
O=C1C2C(C(=O)N1Cc1cccnc1)C1C=CC2C12CC2 (stereo unspecified)	i	-7	-1	9	0	3	2	-31	-2	3
CCOc1cc(/C=N/N=C2/NC(=O)C(CC(=O)O)S2)ccc1OCc1ccc(Cl)cc1Cl (stereo unspecified)	i	13	0	33	-16	3	1	-22	12	-2
CCC(OC(=O)c1nsc(Cl)c1Cl)C(=O)NCCc1ccccc1 (stereo unspecified)	i	0	-11	/	-17	/	-6	-9	-11	-4
COCCCNC(=S)NNC(=O)Cn1nc(C)c(Br)c1C	i	-8	3	-11	-30	3	-3	7	-2	-1
COc1ccc(NC(=S)NCC(c2cccnc2)N2CCOCC2)cc1 (stereo unspecified)	i	-4	-4	17	-23	-1	-5	-8	1	/
CC(C)OP(=O)(OC(C)C)C1(NS(=O)(=O)c2ccc(Cl)cc2)C=C(Cl)C(=O)C(Cl)=C1	i	1	-8	-21	6	3	2	-39	3	-23
CCCCn1c(N)c(N(CCOC)C(=O)COC(=O)C(C)(C)Oc2ccc(Cl)cc2)c(=O)[nH]c1=O	i	-8	/	1	-8	-4	/	/	-1	-2
Cc1cc(Br)ccc1NC(=O)CN1C(=O)C2C3CC(c4ccccc4)C(C3)C2C1=O (stereo unspecified)	i	11	5	-13	13	-1	2	18	7	-1
CC1OC23CCCCC2C(C#N)(C(=N)O3)C1(C#N)C#N (stereo unspecified)	i	-14	-8	21	4	-1	-5	17	0	-1
CCOc1ccc2c(c1)c(N=NC(N)=S)c(O)n2C	i	9	1	-5	13	-3	6	-25	3	2
Cc1ccc(NC(=O)c2ccc3c(c2)OCO3)cc1Cl	i	44	9	/	-123	/	3	-154	16	5
Cc1ccc(CCNC(=O)C2CCN(S(=O)(=O)c3cccc4cccnc34)CC2)cc1	i	-4	-4	19	16	-10	-6	-19	-3	-5
CCOC(=O)C1=C(O)C(=O)N(Cc2ccccc2)C1	i	12	-2	16	-4	2	5	-8	-10	2

# At a glance, part of the list above.
SMILES	PolyA inh	HSF1 activator	IEC-6 tox	AI-2 QS modul	aSyn 5UTR inh	GSK3B inh	HSP90 refold inh	KLF5 inh	HSF1 inhib	GSK3 alpha inh
CC(C)OP(=O)(OC(C)C)C1(NS(=O)(=O)c2ccc(Cl)cc2)C=C(Cl)C(=O)C(Cl)=C1	i	1	-8	-21	6	3	2	-39	3	-23
CCCCn1c(N)c(N(CCOC)C(=O)COC(=O)C(C)(C)Oc2ccc(Cl)cc2)c(=O)[nH]c1=O	i	-8	/	1	-8	-4	/	/	-1	-2
Cc1cc(Br)ccc1NC(=O)CN1C(=O)C2C3CC(c4ccccc4)C(C3)C2C1=O (stereo unspecified)	i	11	5	-13	13	-1	2	18	7	-1
CC1OC23CCCCC2C(C#N)(C(=N)O3)C1(C#N)C#N (stereo unspecified)	i	-14	-8	21	4	-1	-5	17	0	-1
CCOc1ccc2c(c1)c(N=NC(N)=S)c(O)n2C	i	9	1	-5	13	-3	6	-25	3	2
